Bioassay records: PubChem BioAssay, National Center for Advancing Translational Sciences (NCATS)
Tau filament bind: tau filament binding; P10636; recombinant tau filaments, thioflavin S fluorescence, 15 h; filaments grown with octadecylsulfate alongside compound; Potency, µM (top dose mostly 57.1 µM), for inactives: at the top dose activity change, negative = inhibition; actives 2% (n = 71,000); AID 596;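 note: potency is the fitted concentration of half-maximal effect; % is set by controls: 0 for no effect and ±100 for the full control effect; actives lower thioflavin S fluorescence by blocking filaments or displacing dye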
Target sequence (P10636 whole entry, looked up): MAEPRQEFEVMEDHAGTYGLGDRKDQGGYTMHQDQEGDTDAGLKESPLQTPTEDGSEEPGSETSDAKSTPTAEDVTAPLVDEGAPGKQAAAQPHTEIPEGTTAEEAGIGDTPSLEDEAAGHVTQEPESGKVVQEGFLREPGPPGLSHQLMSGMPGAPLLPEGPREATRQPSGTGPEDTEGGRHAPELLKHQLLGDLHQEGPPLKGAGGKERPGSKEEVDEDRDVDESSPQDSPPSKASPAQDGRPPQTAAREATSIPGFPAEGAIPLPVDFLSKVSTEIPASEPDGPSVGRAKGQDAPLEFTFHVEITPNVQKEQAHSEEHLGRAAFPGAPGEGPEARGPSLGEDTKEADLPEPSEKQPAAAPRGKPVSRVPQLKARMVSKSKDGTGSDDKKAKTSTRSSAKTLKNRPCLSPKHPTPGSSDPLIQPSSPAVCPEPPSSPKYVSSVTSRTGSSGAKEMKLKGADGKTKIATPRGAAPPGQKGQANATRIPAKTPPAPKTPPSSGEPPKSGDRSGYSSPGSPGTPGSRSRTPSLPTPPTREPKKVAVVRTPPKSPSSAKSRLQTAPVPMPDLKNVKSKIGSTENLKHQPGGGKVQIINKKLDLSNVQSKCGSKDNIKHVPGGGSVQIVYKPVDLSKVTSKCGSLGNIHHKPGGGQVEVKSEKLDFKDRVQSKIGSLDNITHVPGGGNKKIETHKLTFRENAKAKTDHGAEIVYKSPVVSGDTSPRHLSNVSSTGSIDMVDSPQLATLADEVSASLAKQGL
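ThS-based fibril read: tau 1 uM final, inducer ODS 30 uM final, 37 C for 15 h, ex 450/em 510 nm.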
Rhodamine autofl: compound autofluorescence in rhodamine spectral region. actives 0.05% (n = 59,000). Rhodamine-region fluorescence, 547/598 nm, Tris buffer; hits give high values. max dye-equivalent concentration, M; in the data active = max dye-equivalent concentration above about 11 nM; inconclusive = between about 1.1 nM and that limit
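Intrinsic compound fluorescence, ex 547 / em 598 nm, CCD imager. Tris 100 mM pH 8.0; 15 min RT. Output = rhodamine dye-equivalent concentration at each compound concentration.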
ALOX15 inhib: blocks human 15-lipoxygenase activity; purified 15hLO-1, xylenol orange hydroperoxide absorbance; actives 1.4% (n = 74,000); P16050; Potency, µM (doses to about 57.1 µM), without a hit: at the top dose activity change, negative = inhibition, actives largely listed as inhibitors; note: potency is the fitted concentration of half-maximal effect; % is set by controls: 0 for no effect and ±100 for the full control effect; nearly all actives have a fitted effect of over 55% in size
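40 nM 15hLO-1 + cpd, 15 min RT; start w/ 50 uM AA (final), 6 min RT; stop/detect w/ 200 uM XO + 300 uM Fe(II) in 50 mM H2SO4, 30 min; A573/A405. Buffer 25 mM Hepes pH 7.5, 0.01% Triton X-100. No-enzyme wells as negative control.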
DNA Pol III inh: DNA polymerase III holoenzyme inhibition | reconstituted DNA polymerase III holoenzyme replication, biochemical | Potency, µM (titrated, usually from 57.1 µM), for inactives: at the highest dose activity change, negative = inhibition | actives 0.25% (n = 71,000) | AID 603; note: potency is the fitted concentration of half-maximal effect; % is set by controls: 0 for no effect and ±100 for the full control effect
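Reconstituted *E. coli* holoenzyme (0.35 nM Pol III, 1 nM beta, 154 nM SSB, 2 nM primase) was preincubated with compound for 15 min at RT. Synthesis on 1.4 nM ssM13Gori ran 35 min, then was stopped with PicoGreen/EDTA and read as dsDNA fluorescence.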
USP2a inh: inhibitors of human ubiquitin-specific protease USP2a; O75604; USP2a enzymatic assay, qHTS inhibition; Potency, µM (top dose mostly 38.3 µM), for inactives: top-dose activity change, negative = inhibition, actives largely listed as inhibitors; actives 0.1% (n = 60,000);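 note: potency is the fitted concentration of half-maximal effect; nearly all actives have a fitted effect of over 60% in size; plate controls were DMSO for no effect and NEM full inhibition control for full effect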
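Inhibition is measured in a cell-free coupled assay with 20 nM USP2 core, 20 nM Ub-PLA2 and 20 uM NBD C6-HPC, 2.5 h incubation. Activity normalized to NEM control.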
HEK293 cAMP cs: parental HEK293 cAMP activation (counter-screen); parental HEK293 CNG cAMP sensor, membrane potential fluorescence; actives 2.5% (n = 73,000); Potency, µM (doses to about 57.1 µM), for the others: top-dose activation, most hits filed as activators; AID 938; note: potency is the fitted concentration of half-maximal effect; % of control where 0% means no effect; nearly all actives have a fitted effect of over 55% in size
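Parental HEK 293 cells stably expressing a modified CNG channel (no TSHR) report cAMP rise as membrane depolarization. Membrane potential dye with 100 uM RO 20-1724 was loaded for 60 min at room temperature, then compound added for 30 min; fluorescence read at 590 nm.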
BRCT PPI green: BRCA1 BRCT-phosphoprotein interaction inhibition | P38398 | BRCA1 BRCT-phosphopeptide binding, green fluorescence polarization | Potency, µM (highest dose often 76.9 µM), for inactives: at the highest dose activity change, negative = inhibition, actives largely listed as inhibitors | actives 0.05% (n = 75,000);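 note: potency is the fitted concentration of half-maximal effect; plate controls were peptide without protein for full effect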
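Compounds were incubated for 12 min at room temperature with a complex of 100 nM fluorescein-tagged pBACH1 decapeptide and 250 nM His-tagged BRCT protein. Buffer was phosphate pH 7.3 with EDTA, DTT and Tween 20. Disruption of binding lowers the polarization signal.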
BRCT PPI red: BRCT-phosphoprotein interaction inhibition (red fluorophore) | BRCT-phosphopeptide binding, red fluorescence polarization | actives 0.03% (n = 75,000) | P38398 | Potency, µM (series often up to 76.9 µM), inactives show at the highest dose activity change, negative = inhibition, hits mostly inhibitors; note: % is set by controls: 0 for no effect and ±100 for the full control effect
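Fluorescence polarization: 100 nM His-tagged BRCA1 BRCT with 100 nM TAMRA-labelled phospho-BACH1 decapeptide, phosphate buffer pH 7.3 with 150 mM NaCl, DTT, 0.01% Tween 20; 12 min RT. Binding inhibition seen as FP decrease.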
HADH2 inh: HADH2 (human) dehydrogenase inhibition. recombinant HADH2, NADH fluorescence, beta-hydroxybutyryl-CoA. Potency, µM (doses to about 57.1 µM), for inactives: at the highest dose activity change, negative = inhibition, most hits filed as inhibitors. Q99714. actives 3.4% (n = 73,000). AID 886; note: potency is the fitted concentration of half-maximal effect; % is set by controls: 0 for no effect and ±100 for the full control effect; nearly all actives have a fitted effect of over 60% in size; many of its hits are not listed in these tables
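NADH fluorescence (ex 360/em 450 nm) read every 30 s for 4 min; activity taken as last-minus-first time point difference. Enzyme 20 nM, NAD+ 1 mM, beta-hydroxybutyryl-CoA 90 uM, pH 9.0 Tris buffer.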
Casp7 inh: caspase-7 (human) inhibition, allosteric or competitive; P55210; recombinant caspase-7, Ac-DEVD-AFC fluorescence rate; Potency, µM (series often up to 57.5 µM), for the others: top-dose activity change, negative = inhibition, most hits filed as inhibitors; actives 0.02% (n = 75,000); AID 889; active = well fitted inhibition curve with a large enough effect in the main read-out, with a control signal flat, not every such curve was filed as active; inconclusive = small, poorly fitted or top-dose-only effect, or a change in a side signal; note: potency is the fitted concentration of half-maximal effect; % of control where 0% means no effect
Target sequence (P55210 24-198 limits assumed): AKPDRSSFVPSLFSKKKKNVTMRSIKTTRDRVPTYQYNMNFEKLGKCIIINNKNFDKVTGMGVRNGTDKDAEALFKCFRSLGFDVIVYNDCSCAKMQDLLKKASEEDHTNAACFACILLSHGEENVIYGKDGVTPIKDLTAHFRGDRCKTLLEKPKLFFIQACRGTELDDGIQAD
Target sequence (P55210 207-303 limits assumed): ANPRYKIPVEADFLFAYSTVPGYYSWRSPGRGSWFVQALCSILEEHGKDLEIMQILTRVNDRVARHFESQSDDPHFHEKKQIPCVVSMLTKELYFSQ
Casp1 inh: blocks human caspase-1 allosterically or competitively. P29466. Caspase-1 enzyme, Ac-WEHD-AFC fluorogenic rate. Potency, µM (top dose mostly 57.5 µM), for the others: top-dose activity change, negative = inhibition, hits mostly inhibitors. actives 0.03% (n = 75,000);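 note: potency is the fitted concentration of half-maximal effect; plate controls were vehicle for no effect and no substrate for full effect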
* marks the source's active call; other numbers are inactive results; i = inactive; u = inconclusive; x = not tested or not shown; [ ] = dose if it differs, or a comment. Unless noted, calls come from the whole dose curve; as a rule, active = well fitted curve in the direction sought with a large enough effect; inconclusive = small, poorly fitted or top-dose-only effect, or another doubt; inactive = no such curve, though single readings can be large; an effect the other way counts as inactive or inconclusive.

SMILES	Tau filament bind	Rhodamine autofl	ALOX15 inhib	DNA Pol III inh	USP2a inh	HEK293 cAMP cs	BRCT PPI green	BRCT PPI red	HADH2 inh	Casp7 inh	Casp1 inh
CC(=O)N1CCC2(CC1)CCN(c1cccc(-c3ccccc3)c1)CC2	-7%	i	-9%	-6%	161%[activator]	9%	1.7%	-1.1%	2%	-3%	-5%
CC1CC(C)CN(C(=O)COC(=O)c2cc3ccccc3cc2O)C1 (stereo not drawn)	12%	i	-19%	-3%	-1%	32µM*	1.9%	0.4%	0%	-7%	-3%
Cc1nnc(SCCn2c(N3CCCCC3)nc3c2c(=O)n(C)c(=O)n3C)s1	-12%	i	1%	-2%	0%	5%	-2.1%	0.4%	-2%	-1%	1%
CNCC[C@@H](Oc1ccccc1C)c1ccccc1	u	x	-18%[25.6 µM]	1%	x	32µM*	-1.9%	0.1%	6%	0%	1%
COc1c(O)cccc1O	x	x	2%	x	0%	x	-2.0%[3.08 µM]	-1.8%	x	2%	2%
O=C(Cn1cnc2c(cnn2-c2ccccc2)c1=O)NCc1ccccc1	-2%	i	-3%	-9%	-17%	4%	-3.3%	0.3%	8%	0%	-2%
Cc1c(C(=O)COC(C)(C)C)[nH]c2ccccc12	u	i	-13%	-4%	36%[activator]	7%	-1.2%	-1.0%	-11%	-2%	-1%
c1ccc2[nH]c(SN3CCOCC3)nc2c1	8%	i	u	-6%	8%	6%	-2.4%	0.9%	u	1%	-2%
O=C(CSc1nc2ncccc2[nH]1)c1ccc(F)cc1	-10%	i	-8%	-6%	6%	3%	-0.6%	-3.8%	-17%	0%	-1%
CCCC(=O)Nc1ccc2c(c1)nc(CN1CCCCC1)n2C	-5%	i	-2%	-17%	1%	-1%	-0.6%	0.9%	-9%	-1%	-1%
CNc1ncnc2ccc(-c3ccccc3C#N)cc12	-1%	i	-9%	-5%	37%	-8%	-4.6%	1.8%	144%	-2%	0%
CC1CN=C(c2cccn2Cc2ccc(F)cc2Cl)O1 (stereo not drawn)	-8%	i	-8%	-7%	5%	21%	1.4%	-0.4%	3%	0%	-2%
OC1(c2ccc3c(c2)OCO3)CCN(Cc2ccccn2)CC1	7%	i	15%	-3%	3%	4%	-2.3%	-0.5%	-4%	2%	-2%
CCCCNC(=O)CSc1cc(=O)n(C)c2ccccc12	2%	i	8%	-1%	2%	14%	0.4%	-1.2%	-3%	-1%	-1%
CCOc1cc(/C=N/n2cnnc2)ccc1OCC(=O)Nc1ccccc1OC	50%	x	7%	2%	13%	13%	-2.4%	1.2%	-6%	0%	-3%
Cc1cc(C)c2cc(C(c3nnnn3CC3CCCO3)N3CCN4CCCC4C3)c(=O)[nH]c2c1 (stereo not drawn)	10%	i	-24%	4%	x	-4%	6.9%	-0.6%	3%	-6%	-8%
CC1=C/C(=N/O)C([C@H]2C=C(C)CC(C)(C)[C@@H]2O)C(C)(C)C1 (stereo partly drawn)	-11%[11.4 µM]	i	0%[11.4 µM]	-10%[11.4 µM]	x	2%[11.4 µM]	0.9%[15.4 µM]	0.5%[15.4 µM]	6%[11.4 µM]	2%[11.5 µM]	-1%[11.5 µM]
CCOC(=O)OCC1OC(C#Cc2ccc(Br)cc2)C=CC1OC(=O)OCC (stereo not drawn)	x	x	-1%[11.4 µM]	x	x	17%[11.4 µM]	-2.3%[15.4 µM]	2.7%[15.4 µM]	u	-2%[11.5 µM]	-1%[11.5 µM]
CCCN1C(=O)c2ccc(C(=O)Nc3nccs3)cc2C1=O	-7%	i	0%	-7%	1%	-7%	-1.6%	0.8%	-1%	3%	0%
C[C@@]12CCC(O)C[C@H]1CCc1ccccc12 (stereo partly drawn)	x	x	-5%	x	0%	x	-0.7%	-0.8%	x	-1%	1%
O=C(Nc1ccc(CN2CCOCC2)cc1)c1cc2ccccn2n1	13%	x	4%	-3%	x	13%	-1.2%	-1.2%	4%	-2%	-2%
CCOC(=O)C1CCN(C(=O)COc2cccc(C)c2)CC1	4%	i	-1%	2%	8%	1%	-0.8%	-1.1%	15%	0%	-3%
Cc1csc(NC(=O)CCn2c(=O)sc3ccccc32)n1	-4%	i	3%	-6%	11%	12%	-3.5%	-6.4%	-1%	-3%	-1%
O=C(c1cnccn1)N1CCC2(CCCN(c3ccccc3)C2)CC1	0%	i	8%	-3%	33%[activator]	20%	-2.2%	-0.6%	7%	-1%	-1%
CCCCCC/C(=N/O)c1ccccn1	-8%	i	53%[activator]	-13%	58%[activator]	10%	-2.2%	0.5%	7%	1%	0%
O=C(CCCn1c(=O)c2sccc2n(Cc2ccc(F)cc2)c1=O)NCc1ccco1	11%	i	-2%	-4%	6%	u	-1.0%	-0.1%	1%	1%	1%
CCOc1cccc2cc(C(=O)N3CCc4ccccc43)c(=O)oc12	10%	1.1e-08M*	-6%	-3%	36%[activator]	8%	-0.8%	0.9%	-13%	0%	-1%
Cc1cc(Nc2cc(F)ccc2C)n2nc(C)nc2n1	8%	x	5%	-6%	x	15%	-1.9%	0.3%	6%	0%	-1%
CN1C(=O)NC2C1N(S(C)(=O)=O)CCN2S(C)(=O)=O (stereo not drawn)	-13%	x	3%	-9%	5%	-6%	-1.1%	-0.9%	-2%	-2%	-1%
COc1ccc(C)cc1NC(=O)CSc1nnc(COc2ccccc2)n1Cc1ccco1	42%	i	-28%	4%	-21%	29%	-3.9%	-0.7%	5%	-4%	-1%
CCOC(=O)c1c(C)c(C(=O)N2CCCCCC2)c(C)n1CC	-8%	i	4%	-2%	10%	28%	-1.4%	0.0%	3%	1%	0%
COc1ccc(O)c(-c2[nH]ncc2C(=O)c2ccccc2C)c1	1%	i	10%	-11%	6%	-2%	0.4%	-0.4%	10%	-1%	-2%
O=C(C1CCC1)N1CCc2cc(S(=O)(=O)Nc3ccc4c(c3)OCO4)ccc21	-1%	i	u	-3%	32%[activator]	22%	-2.8%	-2.2%	5%	-2%	-5%
COc1ccccc1-c1ccc2ncnc(NCCNC(C)=O)c2c1	2%	i	11%	4%	28%	u	0.3%	1.7%	-17%	-4%	0%
COc1ccccc1CNc1ccnc(-c2ccc3c(c2)OCO3)n1	2%	i	13µM*	0%	u	24%	2.8%	-0.1%	-29%	0%	-3%
COCCNC(=O)COc1ccc(Nc2ccccc2)cc1	-13%	i	-5%	-5%	5%	1%	-1.3%	1.3%	-11%	-1%	0%
O=Cc1ccc(CO)o1	-2%	x	-3%	2%	x	17%	-0.1%	-0.2%	-4%	1%	-2%
CCOc1ccc(C(=O)Nc2ccc(S(=O)(=O)N3CCOCC3)cc2)cc1OCC	11%	i	6%	-7%	x	9%	-1.0%	-0.6%	-8%	-1%	-1%
Cc1ccc(Oc2cc(C)nc(-c3ccccc3O)n2)cc1	9%	i	3%	-1%	-5%	u	2.2%	0.9%	-4%	-2%	2%
Cc1ccc(-c2ccc(CCC(=O)O)n2NC(=O)c2cccs2)cc1	-2%	i	-18%	-8%	3%	9%	2.3%	-2.0%	-1%	-1%	-1%
Cc1cc(C)n2nc(C(=O)OCC(=O)c3cc(C)n(C)c3C)nc2n1	15%	i	-28%	-18%	3%	u	-2.5%	-1.2%	9%	-3%	-6%
COc1ccc(C(=O)NCC(=O)OCC(=O)NC(=O)NC2CCCCC2)cc1OC	7%	i	0%	-2%	-4%	-5%	-3.9%	-1.3%	3%	7%	0%
CC(=O)N1[C@H](Cc2ccccc2)C=C[C@]1(C)C(=O)O	-11%	x	-3%	0%	x	10%	-3.1%	0.1%	-1%	-2%	0%
CCOc1ccc2[nH]c(S(=O)(=O)CC)nc2c1Cl	6%	i	-1%	-3%	-9%	u	0.7%	-1.3%	0%	-3%	2%
O=C(NCCN1CCOCC1)NC1(C(F)(F)F)Oc2ccc(Cl)cc2O1 (stereo not drawn)	0%	i	3.2µM*	3%	6%	-1%	-2.6%	0.9%	0.79µM*	0%	1%
O=C(c1cccc(F)c1)N1CCC2(CC1)CCN(c1ccccn1)CC2	-1%	i	-2%	-2%	26%	u	-3.4%	1.2%	2%	0%	-3%

Profiles, quoted from the list.
Results for Cc1cc(C)n2nc(C(=O)OCC(=O)c3cc(C)n(C)c3C)nc2n1 : Tau filament bind = 15%; Rhodamine autofl = i; ALOX15 inhib = -28%; DNA Pol III inh = -18%; USP2a inh = 3%; HEK293 cAMP cs = u; BRCT PPI green = -2.5%; BRCT PPI red = -1.2%; HADH2 inh = 9%; Casp7 inh = -3%; Casp1 inh = -6%
Results for COc1ccc(C(=O)NCC(=O)OCC(=O)NC(=O)NC2CCCCC2)cc1OC : Tau filament bind = 7%; Rhodamine autofl = i; ALOX15 inhib = 0%; DNA Pol III inh = -2%; USP2a inh = -4%; HEK293 cAMP cs = -5%; BRCT PPI green = -3.9%; BRCT PPI red = -1.3%; HADH2 inh = 3%; Casp7 inh = 7%; Casp1 inh = 0%

Some of the compounds tested. The share of hits here may be higher or lower than overall.
